POLI inh: inhibitors of human DNA polymerase iota. 390,000 compounds, 1% hits. Pol iota fluorescent replication assay, 10 min. Q9UNA4. Potency, µM (doses to about 115 µM), inactives show at the top dose activity, negative = inhibition, usual class: inhibitors; further: potency means the concentration at half of the fitted maximal effect
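Pol iota at 10 nM preincubated 15 min with compounds at room temperature; reaction started with fluorescent substrate, 50 nM final. Fluorescence read kinetically at 0 and 10 min; buffer-only wells as negative control.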
Apoferritin bind: binds horse apoferritin like a general anesthetic | 350,000 compounds, 0.074% hits | Potency, µM (series often up to 77.5 µM), for inactives: top-dose activity change, negative = displacement, hits mostly inhibitors | AID 485281 | apoferritin/1-aminoanthracene competitive binding, fluorescence; further: potency means the concentration at half of the fitted maximal effect; on the % scale 0 is the no-effect control and ±100 the full control effect; nearly all actives have a fitted effect of over 20% in size
Target sequence (P02791 2-175 limits assumed): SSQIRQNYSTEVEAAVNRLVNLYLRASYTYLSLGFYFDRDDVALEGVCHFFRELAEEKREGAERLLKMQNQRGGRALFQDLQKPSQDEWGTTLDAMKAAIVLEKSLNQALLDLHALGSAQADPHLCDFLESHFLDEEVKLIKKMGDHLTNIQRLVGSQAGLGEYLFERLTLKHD
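Read-out: endpoint 1-AMA fluorescence, excitation 380 nm and emission 535 nm, after compounds sit 10 min at room temperature with 10 uM horse-spleen apoferritin in 50% saturated 1-AMA/PBS. Values come from four-parameter Hill fits.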
BLM inh: inhibitors of human Bloom syndrome helicase BLM; recombinant BLM DNA unwinding, fluorescence dequenching; Potency, µM (series often up to 56.1 µM), for the others: at the highest dose activity change, negative = inhibition, hits mostly inhibitors; 350,000 compounds, 0.2% hits; AID 2528;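 further: potency means the concentration at half of the fitted maximal effect; plate controls were vehicle for no effect and no enzyme for full effect; nearly all actives have a fitted effect of over 35% in size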
PGK inhibitor: inhibitors of T. brucei phosphoglycerate kinase; P07378; AID 602233; Potency, µM (series often up to 57.5 µM), without a hit: at the top dose activity change, negative = inhibition, most hits filed as inhibitors; 380,000 compounds, 0.043% hits; PGK/GAPDH coupled, Kinase-Glo luminescence, 60 min; further: potency means the concentration at half of the fitted maximal effect; on the % scale 0 is the no-effect control and ±100 the full control effect; nearly all actives have a fitted effect of over 60% in size
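Luminescent ATP detection (Kinase-Glo Plus) follows a 60-minute room-temperature incubation, with wells lacking PGK as controls. Buffer: 100 mM TEA (pH 7.6), 5 mM MgCl2, 0.01% Tween-20. Coupling enzyme GAPDH (100 nM final) supplies unstable 1,3-BPG in-well.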
Pol eta inh: inhibitors of human DNA polymerase eta | AID 588591 | Potency, µM (titrated, usually from 114 µM), for the others: at the top dose activity change, negative = inhibition, usual class: inhibitors | 390,000 compounds, 1.2% hits | recombinant Pol eta, fluorescent DNA replication assay; further: potency means the concentration at half of the fitted maximal effect; on the % scale 0 is the no-effect control and ±100 the full control effect
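Fluorescent replication assay: 50 nM final substrate added after a 15 min room-temperature compound preincubation with 10 nM enzyme. Signal taken at 0 min and again at 10 min.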
RXFP1 antagonist: blocks the human relaxin receptor RXFP1 | HEK293-RXFP1, relaxin-stimulated cAMP HTRF, 30 min; active compounds read low | activity change, negative = inhibition, % at 57.5 µM | 350,000 compounds, 0.59% hits | AID 1259400;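 active means activity change of -60% or lower, but not beyond a set lower limit; inconclusive means change between -60% and -40%, or beyond the set limit; inactive means change above -40%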; further: on the % scale 0 is the no-effect control and ±100 the full control effect
Pol beta inh: blocks human DNA polymerase beta activity; P06746; Pol beta primer extension/strand displacement, fluorescence kinetic; Potency, µM (doses to about 114 µM), inactives show top-dose activity change, negative = inhibition, most hits filed as inhibitors; 340,000 compounds, 1.3% hits; further: potency means the concentration at half of the fitted maximal effect; on the % scale 0 is the no-effect control and ±100 the full control effect
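10 nM enzyme + cpd, 15 min RT; start with substrate 50 nM final; read 0 min and after 10 min RT. Corrected, normalized data; 4-parameter Hill curve fit.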
POLK inh: DNA polymerase kappa (human) inhibition | Q9UBT6 | purified Pol kappa, fluorescent DNA synthesis assay, 10 min | Potency, µM (doses to about 107 µM), for inactives: top-dose activity, negative = inhibition, most hits filed as inhibitors | 400,000 compounds, 0.53% hits | AID 588579; further: potency means the concentration at half of the fitted maximal effect; on the % scale 0 is the no-effect control and ±100 the full control effect
Target sequence (Q9UBT6 whole entry, looked up): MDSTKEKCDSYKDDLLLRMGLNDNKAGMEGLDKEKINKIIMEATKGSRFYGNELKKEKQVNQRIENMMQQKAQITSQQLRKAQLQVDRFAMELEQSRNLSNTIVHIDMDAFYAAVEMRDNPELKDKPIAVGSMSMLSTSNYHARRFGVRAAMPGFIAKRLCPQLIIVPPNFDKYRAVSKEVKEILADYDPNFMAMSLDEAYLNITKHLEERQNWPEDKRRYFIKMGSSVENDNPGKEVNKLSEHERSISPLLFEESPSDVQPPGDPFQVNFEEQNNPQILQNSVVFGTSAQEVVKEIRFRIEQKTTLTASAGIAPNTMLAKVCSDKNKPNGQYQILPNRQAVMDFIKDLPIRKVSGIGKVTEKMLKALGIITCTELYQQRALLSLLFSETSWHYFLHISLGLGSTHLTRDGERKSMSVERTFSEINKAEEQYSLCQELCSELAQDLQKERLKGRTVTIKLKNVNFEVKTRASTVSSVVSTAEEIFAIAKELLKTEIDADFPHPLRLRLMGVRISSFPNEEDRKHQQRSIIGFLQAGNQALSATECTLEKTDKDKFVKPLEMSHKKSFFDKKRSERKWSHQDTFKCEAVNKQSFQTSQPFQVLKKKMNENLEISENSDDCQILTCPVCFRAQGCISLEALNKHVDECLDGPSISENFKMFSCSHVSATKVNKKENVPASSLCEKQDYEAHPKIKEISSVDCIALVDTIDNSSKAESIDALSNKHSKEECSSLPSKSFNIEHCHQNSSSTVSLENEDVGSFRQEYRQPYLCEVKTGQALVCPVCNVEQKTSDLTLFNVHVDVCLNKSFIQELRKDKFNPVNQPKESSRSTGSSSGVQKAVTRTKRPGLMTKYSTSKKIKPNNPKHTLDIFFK
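Inhibition of 10 nM Pol kappa is measured by a fluorescent read-out at 0 and 10 min following addition of 50 nM substrate (final), with a 15-min room-temperature compound preincubation.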
APE1 inh: APE1 (human) endonuclease inhibition; P27695; recombinant APE1, TAMRA/BHQ-2 abasic DNA cleavage fluorescence; Potency, µM (titrated, usually from 65.8 µM), for inactives: top-dose activity change, negative = inhibition, actives largely listed as inhibitors; 350,000 compounds, 0.35% hits;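 further: potency means the concentration at half of the fitted maximal effect; plate controls were vehicle for no effect and reference inhibitor for full effect; nearly all actives have a fitted effect of over 55% in size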
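Kinetic fluorescence read (525 ex/598 em nm, three reads 60 s apart) of AP-site incision; signal = third minus first read. Enzyme 0.75 nM, dual-labelled THF duplex 50 nM, compound preincubation 15 min RT.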
* marks the source's active call; other numbers are inactive results; i = inactive; ? = inconclusive; · = no result given; & = joins results of further samples; [ ] = another dose, or the depositor's remark. Unless noted, the call rests on the fitted dose curve; in most records, active means well fitted curve in the direction sought with a large enough effect; inconclusive means small, poorly fitted or top-dose-only effect, or another doubt; inactive means no such curve, though single readings can be large; an effect the other way counts as inactive or inconclusive. A portion of the library; count on the stated rates, not on these rows.

Sample of the layout:
SMILES | POLI inh | Apoferritin bind | BLM inh | PGK inhibitor | Pol eta inh | RXFP1 antagonist | Pol beta inh | POLK inh | APE1 inh
Cc1noc(/C=C/c2cccs2)c1S(=O)(=O)N1CCC(C(=O)NCCCN2CCCC(C)C2)CC1 (stereo not drawn) | 24% | -19% | 5% | -5% | -13% | 0 | 25% | -2% | 0%
CCOC(=O)n1c(=O)oc2ccccc21 | 4% | -12% | -3% | · | -2% | -31 | 14% | 2% | 19%
COc1nc(-c2ccccc2)cc(C(F)(F)F)n1 | -18% | -10% | 4% | 0% | -4% | 15 | 2% | -4% | 5%
O=C(CCC1N=C2c3ccccc3N=C(SCc3ccc(F)cc3)N2C1=O)NCCc1ccccc1 (stereo not drawn) | 6% | ? | 1% | -9% | -15% | ? | -2% | -3%[60.1 µM] | ·

All compounds of this part, from the first entry:
SMILES | POLI inh | Apoferritin bind | BLM inh | PGK inhibitor | Pol eta inh | RXFP1 antagonist | Pol beta inh | POLK inh | APE1 inh
Cc1noc(/C=C/c2cccs2)c1S(=O)(=O)N1CCC(C(=O)NCCCN2CCCC(C)C2)CC1 (stereo not drawn) | 24% | -19% | 5% | -5% | -13% | 0 | 25% | -2% | 0%
CCOC(=O)n1c(=O)oc2ccccc21 | 4% | -12% | -3% | · | -2% | -31 | 14% | 2% | 19%
COc1nc(-c2ccccc2)cc(C(F)(F)F)n1 | -18% | -10% | 4% | 0% | -4% | 15 | 2% | -4% | 5%
O=C(CCC1N=C2c3ccccc3N=C(SCc3ccc(F)cc3)N2C1=O)NCCc1ccccc1 (stereo not drawn) | 6% | ? | 1% | -9% | -15% | ? | -2% | -3%[60.1 µM] | ·
Cc1c(C(=O)NCCCN2CCOCC2)oc2ccc(S(=O)(=O)N3CCOCC3)cc12 | 36%[activator] | -12% | 0% | 2% | 0% | -4 | 0% | -10% | 4%
Cc1cccc2cc(C(c3nnnn3Cc3ccccc3)N3CCCc4ccccc43)c(=O)[nH]c12 (stereo not drawn) | -13%[58.9 µM] | -13% | 0% | -5% | 4% | -15 | -1% | -15% | 3%
O=C1CN(C(=O)CNC(=O)c2ccc(Cl)cc2Cl)CCN1 | 14% | -9% | -2% | -9% | -16% | -2 | 22% | -12% | 45%[activator]
Cc1occc1C(=O)Nc1cc(C(C)(C)C)on1 | 9% | -11% | -5% | ? | -15% | 5 | 1% | -8% | -3%
O=c1[nH]c(SCc2ccccc2)nc2c1CCCC2 | ? | -16% | -1% | · | · | 2 | -1% | -25% | ·
Nc1nc2nccc(-c3ccccn3)n2n1 | 36%[activator] | -1% | -5% | 7% | 0% | -16 | -1% | -5% | -7%
O=C(Nc1ncccc1O)c1ccc(OCC2CCCO2)cc1 (stereo not drawn) | 19% | -15% | -3% | -30% | 4% | 6 | -17% | 4% | 12%
O=C(CCS(=O)(=O)c1cccc2nsnc12)NC1CCCCC1 | 4% | -14% | 1% | -1% | -11% | -22 | 34% | 5% | -4%
N=c1oc2c3c4c(cc2cc1C(=O)Nc1ccccc1)CCCN4CCC3 | 62%[activator] | 67%[activator] | -4% | 7% | -12% | ? | 12% | -13% | -1%
COc1ccccc1N(C)S(=O)(=O)c1ccc(C(=O)Nc2ccncc2)cc1 | 13% | · | · | -4% | -17% | -32 | · | -10% | 5%
Cc1cc(C)n(-c2nc3ccccc3nc2Nc2cccc(C(F)(F)F)c2)n1 | 5% | -2% | -9% | -5% | -18% | · | 2% | -7% | ·
CC1(C)Cc2c(c(-c3ccccc3Cl)[nH]c(=O)c2C#N)CO1 | 12% | -8% | -2% | 0% | -6% | 5 | -10% | -2% | 0%
Cc1cc(F)ccc1NS(=O)(=O)c1c(C(=O)N2CCOCC2)c(C)n(C)c1C | 9% | 4% | 0% | i | -3% | -10 | 21% | 1% | 45%
CCNc1nc(NCC)n2c(SCC(=O)Nc3cc(OC)ccc3OC)nnc2n1 | -3% | · | · | -9% | -14% | 6 | · | -7% | -2%
COc1ccc(CCN2C(=O)C(Oc3ccccc3)C2c2ccc3c(c2)OCO3)cc1 (stereo not drawn) | 18% | 3% | -4% | i | -5% | 8 | 3% | -1% | 1%
CCN1C(=O)/C(=C/C=C2/CCCN2C)OC1=S | 70%[activator] | -3% | -1% | -8% | -18% | -8 | 59% | -24% | 3%
COc1ccc2oc(-c3ccccc3)c(C(N)=O)c2c1 | 12% | -5% | 1% | 0% | -3% | -4 | 12% | 3% | 3%
CSCCC(NS(=O)(=O)c1ccccc1F)C(=O)NCC(C)(C)N1CCOCC1 (stereo not drawn) | ? | · | · | 5% | -4% | -2 | · | -7% | 45%[activator]
CNC(=O)c1c(NC(=O)CCS(=O)(=O)c2ccccc2)sc(C)c1C | 60%[activator] | · | · | -4% | -12% | 8 | · | -2% | -5%
COc1cc(/C=C2\NC(=S)N(C)C2=O)ccc1O | -6% | -22% | -1% | i | -9% | 9 | -2% | 0% | -2%
O=C(NCc1ccco1)c1ccc2c(c1)N(Cc1ccc(Cl)cc1)CCS2 | 33%[activator] | 173%[activator] | -9% | 5% | -4% | -4 | -4% | -6% | -7%
CCOC(=O)c1ccc(NC(=O)c2cccc(S(=O)(=O)N3CCN(C(C)=O)CC3)c2)cc1 | 24% | -16% | -4% | -9% | -16% | -15 | 16% | 6% | 14%
Cc1cccc(CSc2nnc(-c3cnccn3)n2C)c1 | 64%[activator] | 3% | -3% | -6% | -1% | 14 | 1% | 3% | 1%
CC(=O)OC1CC2(C)C(C(C)=O)CCC2C2CCC3=CC(=O)CCC3(C)C12 (stereo not drawn) | 19% | · | · | -1% | -7% | 4 | · | -5% | ·
O=C(COC(=O)c1ccc2ncsc2c1)Nc1cccc(Cl)c1 | 6% | · | · | -5% | -3% | -8 | · | -14% | 35%
COc1ccc(CCNC(=O)C(=O)NCC2OCCN2S(=O)(=O)c2ccc(C)cc2)cc1 (stereo not drawn) | 20% | ? | -1% | -5% | -3% | 2 | -21% | -2% | 10%
Cc1cccc(N2C(S)=C(C#N)C(=O)NC23CCCCC3)c1 | ? | -9% | -2% | -3% | -13% | -6 | 46% | 0% | 23%
Cc1ccsc1/C=N/NC(=O)c1nnn(-c2nonc2N)c1CN(C)c1ccccc1 | 12% | -14% | -9% | -1% | -13% | -4 | -25% | 10% | 43%
Cc1cc(C)cc(NC(=O)CN2CCC(C(=O)c3ccccc3)CC2)c1 | 18% | -17% | -5% | 2% | -30% | -21 | -8% | 0% | -2%
CC(C)(C)c1ccc(/C=N/NC(=O)CN2CCS(=O)(=O)CC2)cc1 | 43%[activator] | -1% | -1% | -8% | -14% | 6 | -2% | -6% | 11%
CNC(=S)NNC(=O)CCn1nc(C)c(Br)c1C | 20% | -6% | 0% | i | 7% | 0 | 15% | -19% | 3%
CSCCC(=O)N1CCCC(CNC(=O)c2ccccc2Cl)C1 (stereo not drawn) | 0% | -6% | -8% | 0% | 2% | -8 | 21% | 3% | 25%
Cn1nc(C(F)(F)F)c(-c2cccc(C(F)(F)F)c2)c1NC(=O)CSCC(=O)O | 4% | -14% | 0% | i | -10% | -4 | 6% | 3% | -5%
CC(=C\c1ccco1)/C=C1/SC(=S)N(CC(=O)O)C1=O | ? | 6% | 40%[activator] | -3% | 40µM* | -17 | 20µM* | ? | -8%
CC(=O)NCCNC(=O)c1ccc(CSc2ccc(Cl)cc2)cc1 | 2% | -2% | -9% | i | -4% | 0 | 17% | -3% | 2%
O=C(Cn1cc2c(n1)CCCCC2)Nc1ccc(F)cc1F | · | -11% | -2% | · | · | · | 3% | · | -1%
Cc1cc(C(=O)CN2C(=O)NC(C)(c3cc(F)ccc3F)C2=O)c(C)n1C1CC1 (stereo not drawn) | 55%[activator] | · | · | -3% | -18% | -12 | · | -12% | -9%
CS(=O)(=O)NC1c2cccc3cccc(c23)C1Sc1nncn1/N=C/c1ccco1 (stereo not drawn) | 21% | -17% | 1% | 6% | 8% | 1 | 1% | 0% | 2%
O=C1c2ccccc2C(=O)N1CCc1csc(-c2ccccc2)n1 | -1% | 3% | -1% | -6% | 0% | -13 | -15% | -10% | 5%
Cc1nn(Cc2c(Cl)cccc2Cl)c(C)c1NC(=O)c1cnn2c(C(F)F)cc(-c3ccccc3)nc12 | 27% | -15% | 0% | 6% | -5% | -2 | ? | 0% | 0%
Cc1cc(C)c2c(c1)NC(C(=O)O)C1CC=CC21 (stereo not drawn) | 13µM* | 5% | -7% | ? | 11µM* | -1 | ? | 25µM* | -17%
Cc1ccc(Cl)cc1NC(=O)CN1C(=O)COc2ccc(S(=O)(=O)N3CCCCCC3)cc21 | 19% | -12% | 1% | i | -14% | 7 | 26% | 1% | ·
Cn1ncc(Cl)c1C(=O)NCc1ccc2c(c1)OCO2 | 22% | -21% | -1% | -8% | -5% | -7 | 43% | 5% | 0%
CCOc1ccccc1NC1c2ccccc2C(=O)N1c1ccc(C)cn1 (stereo not drawn) | -15% | -1% | -5% | -2% | -8% | 2 | 19% | -9% | -2%
O=C(C=Cc1cccc(Cl)c1)c1ccccc1 | ? | · | · | -8% | ? | -62* | · | -6% | ·
COc1cc(C(=O)N2CCC(NC(=O)C(Cc3ccc(C)cc3)NC(C)=O)CC2)cc(OC)c1OC (stereo not drawn) | 4% | -10% | 0% | -4% | -6% | -10 | -28% | -15% | -1%
CN(Cc1ccccc1)C(=O)c1cccc(NC(=O)Cc2cccc(NC(=O)C3CCN(C(=O)C4CC4)CC3)c2)c1 | -2% | · | · | 2% | -6% | · | · | -12% | ·
CCOc1ccccc1N1CCN(CC(=O)N(CC(C)C)c2c(N)n(CC(C)C)c(=O)[nH]c2=O)CC1 | 45%[activator] | -6% | -1% | -11% | -15% | -17 | 10% | 1% | -2%
O=C(Nc1ccc(F)cc1)C1CCN(S(=O)(=O)c2cccc3nonc23)CC1 | 45%[activator] | -6% | -4% | -2% | -18% | -14 | 2% | -2% | 24%
CCN(CC)CCNC(=O)c1cn(CC)c2ccc(S(=O)(=O)N3CCOCC3)cc2c1=O | 14%&21% | -8%&-2% | -2%&-7% | 0%&10% | 1%&-10% | 7 | 8%&-3% | 5%&-2% | 83%[activator]
